Screening data as filed in PubChem BioAssay.
RMI-FANCM inh = inhibitors of human RMI core complex binding to FANCM MM2; Fluorescence polarization, RMI core complex with F-MM2 peptide; active compounds read low; FP signal (polarization) at 33 µM; hit rate 0.58% among 70,000; in the data active = FP signal below about 40; also: inactives centre near 61; strong numbers were not always called active; unit not given here
* hit, by the source's call; & = joins results of further samples.

SMILES	RMI-FANCM inh
Cc1nc(S(=O)(=O)Nc2ccc(S(=O)(=O)N3CCOCC3)cc2)cn1C	55
Cc1cc(C)nc(SCc2c(C(=O)NCC(C)C)nnn2-c2ccccc2)n1	64
O=C(CS(=O)(=O)c1cccs1)Nc1nccs1	65
CNC(=O)NC(=O)CSc1nnc(-c2cccs2)n1-c1ccc(Cl)cc1	56
COc1ccccc1N1CCN(c2ccc(S(=O)(=O)Cc3ccc(Cl)cc3)nn2)CC1	62
CCOc1ccc(-c2ccc(SCC(=O)c3ccccc3)nn2)cc1	65
CCOC(=O)C1=C(C)NC2(O)c3ccccc3C(=O)C12O (stereo unspecified)	57
Cc1cc([N+](=O)[O-])nn1CC(=O)NCc1cccs1	55
CCc1ccc(S(=O)(=O)Nc2ccc3c(c2)C(=O)Nc2cc(C)ccc2O3)s1	56
Cc1nc2sc(C)c(C)n2c(=O)c1NC(=O)C(c1ccccc1)c1ccccc1	62
CCOC(=O)c1ccccc1NC(=O)CSc1nccn1Cc1ccc2c(c1)OCO2	57
Cc1cc(NC(=O)CCCS(=O)(=O)c2ccc(F)cc2)n(C)n1	68
COc1ccc(-c2csc(NC(=O)/C=C/c3ccc([N+](=O)[O-])cc3)n2)cc1OC	63
CCOc1ccc(NC(=O)c2ccc(CNS(=O)(=O)c3cccc(OC)c3)cc2)cc1	100
CS(=O)(=O)c1ccc(CC(=O)Nc2ccc3ncsc3c2)cc1	67
CCNC(=O)C(=O)NCCN1CCN(c2ccc(OC)cc2)CC1	65
COP(=S)(Nc1c(C(C)(C)C)cc(C(C)(C)C)cc1C(C)(C)C)c1c(C)cc(C)cc1C (stereo unspecified)	57
Cc1cccc(OCc2ccc(C(=O)Nc3ccc(S(N)(=O)=O)cc3)o2)c1	107
CC(C)Cn1c(=O)c2ccccc2n(Cc2nc(-c3ccc(Cl)cc3)no2)c1=O	145
Cc1cc(C)c2sc(NC(=O)c3cc(C)no3)nc2c1	63
N#Cc1c(NC(=O)C2COc3ccccc3O2)sc2c1CCC2 (stereo unspecified)	68
CC(C)=NNC(=O)CNC(=O)c1ccccc1Br	62
Cc1cc(C)c(NC(=O)CSc2ncc(S(=O)(=O)c3ccc(Cl)s3)c(N)n2)c(C)c1	95
O=C1c2ccccc2C(=O)c2c1cccc2-c1ccc(/C=C2\SC(=S)N(c3ccccc3)C2=O)o1	75
Clc1cccc(Cl)c1Cn1nnc(N2CCCCC2)n1	57

Next part.
SMILES	RMI-FANCM inh
COC(=O)C[C@H]1C(C)(C)[C@@H](O)[C@@H]2CC3=C4C=C(OC)O[C@@H](c5ccoc5)[C@]4(C)CCC3[C@@]1(C)C2=O (stereo partly specified)	58
COc1ccccc1C(=O)Nc1cccc(Oc2c(F)c(F)c(F)c(F)c2F)c1	66
CCn1c(SCC(=O)N2CCCc3ccccc32)nnc1-c1cccs1	53
O=C(O)C1CCN(C(=O)OCC2c3ccccc3-c3ccccc32)CC1	49
COc1ccc(Cl)cc1C(=O)Nc1ccc2c(c1)CN(C(=O)C1CC1)CC2	69
Nc1nc(-c2ccc(Cl)cc2)c(-c2ccccc2)s1	63
CCC(=O)Nc1ccc(SCC(=O)Nc2ccc(Cl)c(Cl)c2)nn1	78
CCOc1ccc(-c2noc(Cn3c(=O)n(C(C)CC)c(=O)c4ccccc43)n2)cc1OC (stereo unspecified)	87
c1ccc(Cc2nnc(SCc3cccnc3)o2)cc1	74
COc1ccccc1-n1ncc2c(C)nnc(SCC(=O)N3CCOCC3)c21	60
COc1cccc(/C=C(/C#N)c2nc3c(s2)CCCC3)c1OC	63
COc1ccccc1-c1ccc(N2CCCC(C(=O)Nc3cccc([N+](=O)[O-])c3)C2)nn1 (stereo unspecified)	71
COCC(=O)NCCn1ncc2c(=O)n(Cc3ccc([N+](=O)[O-])cc3)cnc21	66
COc1ccc(-c2cn3c(CC(=O)NC(C)c4ccccc4)csc3n2)cc1 (stereo unspecified)	63
CCCc1cc(C(=O)OC)c(N)s1	57
OC(COc1ccc2c(c1)CCC2)CN1CCN(c2ccccc2F)CC1 (stereo unspecified)	67
CCN(CC)CCCCCCCCOC(=O)c1cc(OC)c(OC)c(OC)c1	63
N/C(=N/NC(=O)Nc1ccc(OC(F)(F)F)cc1)c1cnccn1	54
Cn1c(=NC(=O)c2ccco2)sc2cc3c(cc21)OCCO3	76
Cc1ncc(CO)c2c1Oc1nc(-c3cccc(Cl)c3)nc(SCC(=O)Nc3ccccc3)c1C2	52
Cc1cc(Cl)ccc1N=C(N)NN	59
CN(C)CCNc1nc2ccccc2n1C	64
Cc1sc(N)nc1-c1ccc(CC(C)C)cc1	58
Cc1ccccc1Nc1oc2c(c1-c1cccc([N+](=O)[O-])c1)c(=O)n(C)c(=O)n2C	60
Clc1ccc(SCc2ncon2)cc1	40

A draw from above in order of length of the SMILES, lowest first:
SMILES	RMI-FANCM inh
CCN(CC)CCCCCCCCOC(=O)c1cc(OC)c(OC)c(OC)c1	63
O=C(O)C1CCN(C(=O)OCC2c3ccccc3-c3ccccc32)CC1	49
COc1ccccc1C(=O)Nc1cccc(Oc2c(F)c(F)c(F)c(F)c2F)c1	66

(more compounds)
SMILES	RMI-FANCM inh
O=C(/C=C/c1ccc([N+](=O)[O-])s1)OCc1nc2ccccc2s1	62
COc1ccccc1OCC(=O)NCCc1ccc(N(C)C)cc1	71
O=C1NC(C2CC=CCC2)Nc2ccc([N+](=O)[O-])cc21 (stereo unspecified)	53
CC(C)(C)C(=O)Nc1c(Cl)sc2nccc(=O)n12	59
C#CCn1c(=NC(=O)c2ccc(S(=O)(=O)N(C)Cc3ccco3)cc2)sc2cccc(F)c21	66
CCCC(=O)Nc1ccc(S(=O)(=O)Nc2ccc3c(c2)C(=O)NCCO3)cc1	65
COc1cc(OC)cc(C(=O)Nc2nc(C(=O)NC(C)c3ccccc3)cs2)c1 (stereo unspecified)	67
COc1cc(-c2n[nH]c(=S)n2Cc2ccco2)cc(OC)c1OC	58
O=C(c1cccnc1-c1nc2ccccc2s1)N1CCN(c2ccccc2F)CC1	61
N#C/C(=C\c1cccs1)C(N)=O	71
O=C(/C=C/c1cccs1)OCC(=O)c1ccc(F)cc1	64
Cc1ccccc1OCC(=O)NCC(c1ccc2c(c1)CCCN2C)N1CCCCC1 (stereo unspecified)	66
FC(F)(F)c1nnc2scc(-c3ccc(Cl)cc3)n12	61
COc1ccc(CCn2c(=O)[nH]c3cccnc3c2=O)cc1OC	79
O=S(=O)(Nc1cccc(-c2cn3c(n2)SCC3)c1)c1ccc2c(c1)CCCC2	60
Cc1cc(C(=O)Nc2nnc(-c3ccc(Br)o3)o2)c(C)o1	68
O=S(=O)(c1ccc2c(c1)CCO2)N1CCN(C2c3ccccc3-c3ccccc32)CC1	54
CCOC(=O)C(CCC(=O)O)(CCC(=O)O)C(C)=O	59
Clc1ccc(-c2noc(-c3cc(-c4ccco4)n[nH]3)n2)cc1	119
CCOC(=O)Nc1cc(C)nn1-c1ncnc2c1cnn2-c1ccc(F)cc1	71
COc1ccc(-c2ccc(=O)n(CCNC(=O)NC3CCCCC3)n2)cc1	66
CCCn1c(=O)c2ccccc2n2c(SCC(=O)NCc3ccccc3)nnc12	63
CC(/C=N\NC(=O)C(C)Cn1cnc2ccccc21)=C\c1ccccc1 (stereo unspecified)	60
CC(=O)c1ccc(NC(=O)C2CCCCN2S(C)(=O)=O)cc1 (stereo unspecified)	65
Cc1cccc(-c2c(NC(=O)c3ccco3)n(C)c3ccccc3c2=O)c1	68

Exported as a markdown table: entries from further up.
| Molecule | RMI-FANCM inh |
| --- | --- |
| COc1cc(-c2n[nH]c(=S)n2Cc2ccco2)cc(OC)c1OC | 58 |
| O=C(c1cccnc1-c1nc2ccccc2s1)N1CCN(c2ccccc2F)CC1 | 61 |

Sorted by value in RMI-FANCM inh (ascending): some entries from above
SMILES	RMI-FANCM inh
Cc1cc([N+](=O)[O-])nn1CC(=O)NCc1cccs1	55
Cc1cc(Cl)ccc1N=C(N)NN	59
COc1ccccc1-n1ncc2c(C)nnc(SCC(=O)N3CCOCC3)c21	60
FC(F)(F)c1nnc2scc(-c3ccc(Cl)cc3)n12	61
COc1ccccc1OCC(=O)NCCc1ccc(N(C)C)cc1	71
O=C1c2ccccc2C(=O)c2c1cccc2-c1ccc(/C=C2\SC(=S)N(c3ccccc3)C2=O)o1	75
Cc1cc(C)c(NC(=O)CSc2ncc(S(=O)(=O)c3ccc(Cl)s3)c(N)n2)c(C)c1	95

(further entries)
SMILES	RMI-FANCM inh
COc1cccc(S(=O)(=O)NCc2ccc(C(=O)N3CCCCC3)cc2)c1	72
COc1ccc(/C=N\NC(=S)NC2CC(C)CC(C)(C)C2)cc1OCc1ccccc1 (stereo unspecified)	53
Cc1nnc2ccc(N3CCN(C(=O)COc4ccc(F)cc4F)CC3)nn12	67
CN1C2CCC1CC(NS(=O)(=O)c1cccc(C(F)(F)F)c1)C2 (stereo unspecified)	56
O=S(=O)(Oc1ccc(Cl)c2cccnc12)N1CCOCC1	64
CC(C)(C)OC(=O)N[C@@H](CCCN=C(N)N)C(=O)O	59&54
CCOc1ccc(NC(=O)c2ccc(-n3nncc3C)cc2)cc1	69
CC(C)c1cc(=O)n2c(n1)SCC2CC(=O)N1CCN(c2cccc(Cl)c2)CC1 (stereo unspecified)	66
O=C(CN1CCN(c2ccccc2)CC1)N1N=C2c3ccccc3CCC2C1c1cccs1 (stereo unspecified)	70
Nc1cc(=O)[nH]c(SCC(=O)Nc2ccccc2)n1	60
Cc1c(C)c(C)c(CSc2nnc(/C(C#N)=C/c3ccccn3)n2-c2ccccc2)c(C)c1C	59
O=C(CCl)Nc1nnc(C23CC4CC(CC(C4)C2)C3)s1	55
COc1ccc(S(=O)(=O)Nc2ccc3c(c2)N(C(=O)C2CC2)CC3)cc1F	65
Fc1cccc(Cl)c1Cn1ccnc1	80
O=C1C[C@H]2[C@H](CO)[C@@H](OC(=O)c3ccc(-c4ccccc4)cc3)C[C@H]2O1	52
O=C(Nn1cnc2c(cnn2-c2ccccc2)c1=O)c1ccc(Br)o1	53
O=C(c1cccc([N+](=O)[O-])c1)N(Cc1cccnc1)c1nc2c(F)cccc2s1	69
O=c1cccnn1CCNS(=O)(=O)c1cc(C(F)(F)F)ccc1Cl	66
FC(F)(F)c1cccc(C=NCc2ccc(-c3cccs3)s2)c1	63
O=C(NCCCSCc1ccc(F)cc1)c1ccc(Cl)cc1	56
CCCCc1ccc(C(=O)NCCc2sc3nc(-c4ccc(F)cc4)nn3c2C)cc1	58
CC(C)(C)c1ccc(-c2nc(OS(=O)(=O)c3ccc(Cl)cc3)nn2-c2ccccc2)cc1	54
O=C1CCC(=O)N1c1cccc([N+](=O)[O-])c1	57
Nc1cc(=O)[nH]c(-c2ccccn2)n1	55
Cc1ccc(S(=O)(=O)n2ccn(C(=O)C(C)Oc3ccccc3)c2=O)cc1 (stereo unspecified)	57

Next part:
SMILES	RMI-FANCM inh
CCC(=O)NC(Nc1cc(C)ccn1)(C(F)(F)F)C(F)(F)F	52
Cc1ccc(COC(CN2CCCCCC2)CN2CCCCCC2)cc1	75
COC(=O)c1ccccc1NC(=O)C12CCC(C)(c3nc4ccccc4nc31)C2(C)C (stereo unspecified)	56
O=C1c2ccccc2C(=O)C1C(C[N+](=O)[O-])c1c(F)cccc1Cl (stereo unspecified)	55
CC(C)CCN1C(=O)C(C)(C)COc2ccc(NS(=O)(=O)c3ccccc3)cc21	63
Cn1c(C(C#N)=C(O)c2coc3ccccc3c2=O)nc2ccccc21	60
COc1ccc(/C=N\NC(=O)CSC2CN(C(c3ccccc3)c3ccccc3)C2)cc1OC	60
CN1C(=O)/C(=C/c2ccc(C(=O)OCCN3CCOCC3)cc2)SC1=S	55
O=C(Cn1nc2ccc(SC3CCCCC3)nn2c1=O)NCc1ccc(Cl)cc1	74
CC(C)(C)n1ncc2c(=O)n(NC(=O)C(=O)c3c[nH]c4ccccc34)cnc21	53
Cc1sc(NC(=S)NC(=O)CCc2ccccc2)c(C(N)=O)c1C	62
COC(=O)c1sc(C(C)(C)C)cc1NC(=O)NC(=O)c1c(Cl)cccc1Cl	55
Cc1nnsc1C(=O)NNS(=O)(=O)c1c(C)noc1C	62
O=C(CSc1nc2c(c(=O)n1-c1ccc(OC(F)(F)F)cc1)SCC2)Nc1ccccc1F	59
O=C(NNc1nc2c(F)cc(F)cc2s1)C1=COCCO1	59
CC(=O)c1ccc(NC(=O)C2CCCN(S(C)(=O)=O)C2)cc1 (stereo unspecified)	67
COC(=O)c1sccc1S(=O)(=O)Nc1ncc(C)cc1Br	53
Cc1c(Br)cc2nsnc2c1C	56
CN1CCCC(CC2c3ccccc3Sc3ccccc32)C1 (stereo unspecified)	68
C=CCN1C(=O)C(C)(C)COc2cc(NS(=O)(=O)c3ccc(C)cc3C)ccc21	65
Cn1ccc(C(=O)Nc2nc(-c3cccs3)cs2)n1	62
CSc1cccc2sc(N3CCN(C(=O)c4ccccc4)CC3)nc12	50
Cc1ccc2c(c1)C(=O)C(=O)N2CCn1c2ccccc2c2nc3ccccc3nc21	58
Cc1cccc(-c2nnc(NC(=O)c3ccc4ccccc4c3)s2)c1	63
Cc1ccc(S(=O)(=O)N2CCN(C(=O)CSc3nc(C)nc4sc5c(c34)CCCC5)CC2)cc1	82

Next section.
SMILES	RMI-FANCM inh
O=C(CSc1nnc2ccc(-c3cccs3)nn12)Nc1ccc2c(c1)OCO2	68
CC(C#N)Oc1ccc(Cl)cc1Cl (stereo unspecified)	59
CCc1cc(-c2nc(N)ncc2-c2ccc(OC)cc2)c(O)cc1OC	55
O=C(CSc1ncnc2nc[nH]c12)N1c2ccccc2Sc2ccccc21	121
O=S(=O)(NC1CCCCC1Nc1ccccc1)c1ccccc1 (stereo unspecified)	59
COc1cccc(N2CC(NC(=O)N3CCN(c4ccc(F)cc4)CC3)CC2=O)c1 (stereo unspecified)	59
O=C(Nc1cc(C(F)(F)F)ccc1Cl)c1cc(S(=O)(=O)NCc2ccc3c(c2)OCO3)ccc1F	69
O=C(Oc1ccc(Cl)c2ccccc12)N1CCCCC1	59

The list is partial; the hit share may differ from the screen's.
